Assay outcomes (PubChem)
MC4R antagonist: antagonists of human melanocortin 4 receptor (MC4R). P32245. 360,000 compounds, 0.48% hits. inhibition, % at 6.5 µM. MC4R-expressing cells, MTII-stimulated cAMP, LANCE TR-FRET;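 active = inhibition above its plate's cutoff, the mean of tested wells on that plate plus 3 SD, cut at about 29% in these data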;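 also: 0% = Melanotan II alone and 100% = Melanotan II plus saturating MCL0020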
Target sequence (P32245 whole entry, looked up): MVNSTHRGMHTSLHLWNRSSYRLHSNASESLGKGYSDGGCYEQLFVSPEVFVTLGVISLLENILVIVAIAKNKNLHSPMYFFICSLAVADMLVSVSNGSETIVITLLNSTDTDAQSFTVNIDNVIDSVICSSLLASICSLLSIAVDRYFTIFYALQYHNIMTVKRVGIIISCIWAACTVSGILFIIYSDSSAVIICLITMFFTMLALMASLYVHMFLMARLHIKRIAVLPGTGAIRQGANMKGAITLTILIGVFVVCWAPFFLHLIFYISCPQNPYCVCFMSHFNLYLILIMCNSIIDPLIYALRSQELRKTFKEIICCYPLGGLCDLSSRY
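System – human MC4R-expressing U2OS cells · Also added – Melanotan II · Dosing – one concentration, 6.5 µM nominal · Timing – 30-min compound, 1-h challenge, 1-h detection, room temperature · Measured by – Eu-cAMP/anti-cAMP TR-FRET, emission 671 nm · Replicates – singlicate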
ABCB6 inh 2: human ABCB6 transporter inhibition; fluorescence ratio to DMSO, % at 10 µM; K562-ABCB6 porphyrin accumulation, flow cytometry, 1 h; stronger effect = lower value; 360,000 compounds, 0.19% hits; AID 602162;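 active = fluorescence ratio to DMSO below 75%, the collection mean minus 3 SD; inconclusive = too few cells collected in the well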;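 also: signal is porphyrin accumulated inside mitochondria; 100% equals median channel fluorescence of DMSO control wells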
aDG glyco up: increases alpha dystroglycan glycosylation. Pro5-aDG cells, alpha-DG glycosylation AlphaScreen (IIH6); 0% Pro5, 100% B10-LARGE cell signal. activation, % at 10 µM. 360,000 compounds, 0.22% hits. AID 624168;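 active = activation of at least 8% versus controls, or a plate z-score of at least 8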;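 also: Pro5 are CHO cells carrying HIG-tagged alpha-DG that lacks glycosylation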
PDI turbidity: PDI (human) enzyme inhibition; P07237; PDI insulin aggregation turbidity, A650, 90 min; inhibition, % at 10 µM; 350,000 compounds, 0.052% hits; AID 588391;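 active = mean inhibition across replicates of 30% or more, whatever share of single replicates reach that level; inconclusive = mean inhibition below 30% while every single replicate reaches 30%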;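 also: absorbance from insulin aggregation driven by PDI reduction with DTT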
Target sequence (P07237 whole entry, looked up): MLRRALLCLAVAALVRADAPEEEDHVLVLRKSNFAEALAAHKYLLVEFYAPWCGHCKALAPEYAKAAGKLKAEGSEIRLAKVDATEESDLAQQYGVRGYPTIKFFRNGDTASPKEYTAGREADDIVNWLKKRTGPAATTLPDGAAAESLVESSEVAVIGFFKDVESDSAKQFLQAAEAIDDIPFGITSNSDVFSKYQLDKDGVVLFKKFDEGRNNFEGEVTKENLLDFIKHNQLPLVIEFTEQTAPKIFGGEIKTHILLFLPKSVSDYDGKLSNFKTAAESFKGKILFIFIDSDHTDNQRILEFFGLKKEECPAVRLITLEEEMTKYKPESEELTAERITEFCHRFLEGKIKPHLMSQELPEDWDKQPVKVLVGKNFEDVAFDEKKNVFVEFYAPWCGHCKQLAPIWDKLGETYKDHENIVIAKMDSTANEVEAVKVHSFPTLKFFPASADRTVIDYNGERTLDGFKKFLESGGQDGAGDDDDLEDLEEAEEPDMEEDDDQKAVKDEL
m5-HT2A agonist: mouse HTR2A agonism via beta-arrestin recruitment | AID 624169 | CHO-K1 mHTR2A beta-arrestin complementation, luminescence; percent of 30 µM serotonin response | P35363 | 360,000 compounds, 0.66% hits | activation, % at 7.6 µM;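 active = activation above a run cutoff, the mean activation of all tested compounds plus 3 SD, cut at about 14% in these data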;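 also: 0% = plate median of compound wells and 100% = 30 µM serotonin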
Vif inh: inhibitors of HIV Vif | HEK293T cells, Vif self-association by quenched fluorescence, imaging, 24 h | 340,000 compounds, 0.35% hits | inhibition, % at 7.49 µM; in the data active = inhibition above about 50%, passing the limit was not always enough; inconclusive = no clear call, values can overlap the other calls; inactive = below about 31%; also: some results filed as inactive read as strong as hits
N-glyco inh: N-linked glycosylation inhibition; D54 ERlucT glycosylation luciferase reporter, 24 h; percent of 100 nM tunicamycin response; reporter increase, % at 12.5 µM; 360,000 compounds, 0.23% hits;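 active = mean luciferase reporter signal, scaled so untreated is 0 and the glycosylation-blocking control 100, at or above a set limit in every replicate; inconclusive = mean reaches the limit but not every replicate does; inactive = mean below the limit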;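 also: luciferase carries N-glycosylation sites so blocking glycosylation raises the light; 0% = median of neutral control wells and 100% = median of 100 nM tunicamycin wells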
MC4R barr agon: human MC4R agonism via beta-arrestin. P32245. U2OS MC4R beta-arrestin complementation, luminescence; percent of melanotan II response, DMSO zero. activation, % at 8.9 µM. 360,000 compounds, 0.98% hits. AID 540308;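 active = activation above a per-plate cutoff, the mean activation of sample wells on that plate plus 3 SD, cut at about 8% in these data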
H9c2 protect: modulators protecting cardiomyocytes from myocardial damage; H9c2 cardiomyocytes, H2O2 injury protection, ATPLite, 2 h; 360,000 compounds, 0.63% hits; protection from H2O2 cell death, % at 20 µM;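 active = compounds giving at least 50% protection of heart cells from peroxide-induced death in the single-dose screen, raw or plate-pattern-corrected value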;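 also: 0% = DMSO wells with peroxide and 100% = DMSO wells without peroxide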
CaV13 ICDI inh: Primary screen for inhibitors of IQ motif and Ca2+-dependent inactivation inhibitor domain binding in CACNA1D, Förster resonance energy transfer in living cells, …. HEK cells, CFP/YFP FRET ICDI-IQ, plate reader, 10 min; percent FRET-ratio fall versus neutral wells. inhibition, % at 12.3 µM. 340,000 compounds, 0.098% hits;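 active = mean replicate inhibition of at least 30% and at least 1% of replicates passing that level; inconclusive = only one of the two criteria is met; inactive = neither criterion is met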;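 also: 0% = median of the neutral control wells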
* hit, by the source's call; i = inactive; ? = inconclusive; . = no result given.

molecule	MC4R antagonist	ABCB6 inh 2	aDG glyco up	PDI turbidity	m5-HT2A agonist	Vif inh	N-glyco inh	MC4R barr agon	H9c2 protect	CaV13 ICDI inh
O=C(O)CCC/C=C\C[C@@H]1[C@@H](/C=C/[C@@H](O)COc2cccc(Cl)c2)[C@H](O)C[C@@H]1O	-1	99	0.3	0	-1	0	?	0.5	20	-5
CCCN1C(=O)/C(=C\c2nc3ccccc3c(=O)[nH]2)c2ccccc21	10	95	0.4	-7	1	-2	-1	-2.5	66*	-7
NC(=S)Nc1ccc2c(c1)OCO2	-1	98	0.1	-2	1	-8	0	-2.2	6	7
CCOC(=O)C1CCN(C(=O)COC(=O)c2nc3nc(C)cc(C)n3n2)CC1	1	100	0.2	0	2	-7	1	-0.4	1	-6
CC(C)(C)OC(=O)[C@H](Cc1ccccc1)NC(=O)c1[nH]cnc1C(=O)Nc1ccccc1F	14	95	-0.1	3	0	-20	0	-1.1	42	-10
Cc1nc2c(ccc3nc(NC(=O)c4ccc(S(=O)(=O)N(C)C)cc4)sc32)s1	15	92	-0.6	2	-1	22	-4	-0.5	4	-10
Cc1oc2ccc(OCc3ccccc3F)cc2c1C(=O)O	7	94	0.4	-9	2	8	2	-0.1	2	-6
CN(CC(=O)Nc1ccccc1Cl)C(=O)Cn1cc(C(F)(F)F)ccc1=O	2	96	-0.2	-12	-5	2	-2	-0.9	-6	-3
O=C(/C=C/c1ccc([N+](=O)[O-])cc1)NCCSc1ccccc1	-7	106	0.2	13	-6	0	-3	1.2	-2	-7
N=c1sccn1CC(=O)N1CCc2ccccc21	7	104	-0.3	11	-3	25	0	-2.1	10	-4
COc1cccc(NC(=O)COc2cccc3c2CCNC3=O)c1	6	96	-0.1	-14	-3	.	-2	-1.4	56*	-15
Cc1ncsc1CCC(=O)N1CCCC(Nc2ccc(F)c(F)c2)C1 (stereo unspecified)	-3	105	0.3	5	-13	7	0	-1.6	2	-7
CCn1c(CN2CCN(c3ccc(Cl)cc3)CC2)nc2ccccc21	19	94	0.7	0	1	-7	5	3.3	-3	-6
CSc1nc2n(n1)C(c1cc(Br)ccc1F)C(C(=O)N(C)C)=C(C)N2 (stereo unspecified)	11	94	0.0	9	-3	10	0	-2.1	1	-4
COc1ccc(C2CC(=O)N3CN(Cc4ccco4)CSC3=C2C#N)cc1 (stereo unspecified)	8	103	0.2	0	9	0	-1	-1.7	3	-5
COc1ccccc1-c1ccc(SCc2ccc(F)cc2)nn1	4	112	0.1	5	0	-4	0	-2.4	-2	-7
CC(C)(C)S(=O)N1Cc2cn(Cc3ccccc3)c(=O)cc2[C@@H]1CCO (stereo partly specified)	-4	98	-0.1	7	-3	9	-1	-0.8	-3	-3
CN(CC(=O)Nc1cccc(F)c1)C(=O)c1ccc2c(c1)S(=O)(=O)N=C1CCCCCN12	7	97	0.1	-2	-3	5	2	-1.6	-4	-7
COc1cccc(CN(C)C(=O)c2ccc(NC(=O)CC3SC(N4CCCC4)=NC3=O)cc2)c1OC (stereo unspecified)	3	100	0.2	-3	6	-6	2	-2.2	-5	-5
CCc1ccc(NC(=O)CC2C(=O)N(c3ccc(OC)cc3)C(=O)N2CCOC)cc1 (stereo unspecified)	2	94	-0.1	3	2	-3	2	-0.8	0	-5
CCN(C(=O)CSc1nnc(COc2ccccc2F)n1N)C1CCS(=O)(=O)C1 (stereo unspecified)	11	99	0.0	-1	5	.	2	-1.1	5	-9
CC(C)(C)c1ccc(C(=O)NCC(=O)OCN2C(=O)c3ccccc3C2=O)cc1	-1	101	-0.2	-2	6	3	2	-1.0	-3	-5
CC1(c2ccccc2)NC(=O)N(CC(=O)Nc2ccccc2C(=O)N2CCCCC2)C1=O (stereo unspecified)	-2	91	0.2	-6	-1	0	-1	-2.2	-2	-6
CN1CCN(/N=C/c2ccc(Br)cc2)CC1	4	89	0.0	3	0	?	-1	1.5	0	2
CCc1cccc(NC(=O)CN2C(=O)NC3(CCCCCCC3)C2=O)c1	4	88	0.1	-17	5	-9	19	-1.2	-2	-2
CC1C(=O)N(Cc2ccc(F)cc2)c2ccccc2N1C(=O)c1c(F)cccc1F (stereo unspecified)	8	89	-0.1	6	-6	.	-6	-2.7	-7	-2
Cc1ccc2nc(NC(=O)CCNS(=O)(=O)c3cccs3)sc2c1	3	91	0.1	0	-2	-4	-4	-0.3	-10	.
O=C(CSc1nnc2scc(-c3ccccc3)n12)Nc1nsc(-c2ccc(Cl)cc2)n1	7	87	1.5	-2	-1	2	0	-2.8	-16	.
COC(=O)c1cccc(NCN2C(=O)c3ccccc3C2=O)c1	7	97	0.4	-11	10	7	0	0.5	4	-4
Cc1ccccc1NC(=O)NNC(=O)c1ccc2ccccc2c1O	0	101	0.2	-44	0	-1	0	0.2	5	-6
C/C(=N\N=C1/NC(=O)C(C)S1)c1ccc([N+](=O)[O-])cc1 (stereo unspecified)	-5	99	-0.3	6	-3	2	1	-1.3	0	-16
O=C(C/C=N\OCc1ccc([N+](=O)[O-])cc1)Nc1ccc(F)cc1F	4	108	-0.2	2	4	-9	-1	-3.1	-3	-7
Cc1noc(C)c1CSCC(=O)N(CCC(C)C)c1c(N)n(Cc2ccccc2)c(=O)[nH]c1=O	16	101	-0.3	6	1	-1	-1	0.8	-6	-6
C=CCNc1nnc(SCC(=O)N2CCC(C(N)=O)CC2)s1	3	97	0.0	-8	6	-2	1	-3.2	0	-3
CC(=O)c1cnc(-c2cccc(Cl)c2)s1	1	110	0.1	-2	-2	40	0	-2.2	1	-2
CCOC(=O)C1(Nc2nccs2)Sc2ccccc2NC1=O (stereo unspecified)	3	100	0.8	-2	3	2	18	-0.9	-4	-3
CC(=O)OCC1OC(OC(C)=O)C(NC(=O)c2cccnc2)C(OC(C)=O)C1OC(C)=O (stereo unspecified)	1	98	-0.1	-2	-2	-3	0	-2.2	-1	-5
CS(=O)(=O)Nn1cnc2ccccc2c1=O	7	92	-0.3	-4	-4	-1	2	0.3	7	-2
Cc1nnc(N2CCN(c3ccccc3)CC2)[nH]c1=O	13	92	0.0	4	1	9	2	1.8	3	-2
CCOC(=O)CSc1nc(N2CCOCC2)c2c(c1C#N)CC(C)(C)OC2	14	101	0.0	-11	-7	-14	0	-0.6	5	-20
CCOC(=O)C1=C(C)c2ccccc2OC1C(=O)OCC (stereo unspecified)	-2	94	0.1	-14	0	-2	0	1.3	8	-6
COc1ccc(S(=O)(=O)Nc2c(C)nc3nc[nH]n3c2=O)cc1	12	93	-0.4	-2	0	7	2	-3.1	3	5
COc1ccc(-c2cncnc2-c2ccc(OC)cc2O)cc1	10	103	0.1	-1	8	.	-11	0.6	-5	-4
Cc1ccc(OCC(=O)N2N=C(c3ccc(Cl)cc3)CC2c2ccco2)c([N+](=O)[O-])n1 (stereo unspecified)	16	101	-0.1	1	0	-3	-4	3.4	-8	3
CC(=O)N1CCN(S(=O)(=O)c2cccc(C(=O)Nc3ccc(C)cn3)c2)CC1	-2	96	0.0	3	4	.	-1	-3.4	-6	-5
CC(C)C(=O)NCCc1nc2ccccc2n1CCCOc1ccc(Cl)cc1	7	98	0.6	19	-10	-4	0	-1.9	-5	-5
Cc1ccc(NC(=O)c2ccc3c(c2)CCN3S(C)(=O)=O)cc1	2	96	-0.1	0	0	-3	-1	-1.5	1	-15
COc1ccc(N2CCN(Cc3nc4c(c(=O)n(C)c(=O)n4C)n3Cc3ccccc3C)CC2)cc1	10	89	-0.2	.	-6	-6	3	-1.2	6	-3
COC(=O)NC1CSCC1OC(=O)CN1C(=O)c2ccccc2C1=O (stereo unspecified)	4	94	-0.1	1	-2	2	1	-1.5	10	-7
CCc1cccc(C)c1NC(=S)N(CCN(C)C)Cc1cccs1	5	98	0.0	-10	-5	1	-3	-0.9	-7	-7

(next part)
molecule	MC4R antagonist	ABCB6 inh 2	aDG glyco up	PDI turbidity	m5-HT2A agonist	Vif inh	N-glyco inh	MC4R barr agon	H9c2 protect	CaV13 ICDI inh
COc1cc(C(=O)N2CCN(C)CC2)cc(OC)c1OC	6	98	1.2	-8	4	1	0	-1.3	8	-11
O=S(=O)(CCc1nc2ccccc2o1)c1ccc(Cl)c(Cl)c1	5	102	-0.5	3	-4	-3	1	-0.3	-9	.
Cc1cc(C)nc(-n2nc(C)c(Br)c2Nc2ccc(Br)cc2)n1	-8	93	3.1	-4	2	1	-4	1.6	-1	-5
COc1ccc(NC(=O)CS(=O)CC(=O)Nc2ccc(-n3cnnn3)c(C)c2)cc1 (stereo unspecified)	7	100	0.0	-82	-4	1	2	0.3	-1	-2
N#C/C(=C\C1=C(N2CCOCC2)C(=C\c2ccc(Cl)cc2)/CC1)C(=O)Nc1ccccc1F	25	i	-0.4	-2	6	-1	-4	-0.2	-4	-16
CCc1nc2c(OCc3ccc(OC(F)F)cc3)cccn2c1N(C)C(=O)c1cccs1	-1	94	0.3	6	-5	4	-1	-0.7	-1	-5
CCCN(C(=O)Cc1coc2cc(OC)ccc12)C1CCS(=O)(=O)C1 (stereo unspecified)	8	98	-0.1	-1	4	.	0	-0.4	1	-4
CCN(C(=O)CN1CCN(Cc2ccccc2)CC1)c1c(N)n(Cc2ccccc2)c(=O)[nH]c1=O	-1	97	-0.1	-3	2	-2	0	-1.5	8	5
CS(=O)(=O)Nc1ccc(Oc2ncccn2)cc1	2	99	0.2	0	9	3	0	-0.4	4	-5
CCCc1nn(C)c(C(=O)Nc2ccc(C(C)(C)C)cc2)c1Cl	15	99	0.3	-9	0	-2	-3	1.3	-22	-5
CCc1ccc(OCC(=O)Nc2ccc(CN3CCCCC3)cc2)cc1	4	103	-0.1	3	-4	0	1	0.3	-6	3
COc1ccc(C(O)c2ncc(-c3cccc(OCc4ccccc4)c3)[nH]2)cc1F (stereo unspecified)	3	103	-0.6	6	-1	.	-3	3.4	-21	.
CC(C)CCOc1ccc(C2CC(=O)N(C)C2=O)cc1 (stereo unspecified)	0	102	0.2	-6	3	4	0	-2.6	0	-3
COc1cc(OC)c(C(=O)NNC(=O)c2ccc(NS(=O)(=O)c3cccs3)cc2)cc1OC	5	105	-0.1	-1	3	-1	-2	-0.8	10	-2
Cc1ccc(S(=O)(=O)N(C)C)cc1NC(=O)COC(=O)C1CCN(S(=O)(=O)c2cccs2)CC1	6	96	0.1	-4	0	?	1	-3.5	-1	-5
COc1ccc(-c2cc3ccc(O)cc3oc2=O)cc1OC	-6	88	0.0	-7	-6	-2	0	-1.1	4	-1
